Epigenetic reg = Quantitative High-Throughput Screen for Regulators of Epigenetic Control. 0.2% of 280,000 active. Potency, µM (doses to about 53.9 µM), for the others: at the top dose GFP activation, most hits filed as activators. AID 1865, 2009. murine LDR cells, GFP reporter derepression, 30 h; active = well fitted activation curve with a large enough effect; inconclusive = small, poorly fitted or top-dose-only effect; note: % of control where 0% means no effect; nearly all actives have a fitted effect of over 60% in size
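Reporter derepression read as number of fluorescent GFP-positive objects, 20-120 um in size, counted by laser-scanning cytometer. Mouse LDR line with an epigenetically silenced CMV-GFP locus; compound incubation 30 h, 37 C.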
The depositor's hits bear a star; ? = inconclusive. Potency is the fitted concentration of half-maximal effect. Only part of the results is shown; the hit share may differ from the screen's.

Epigenetic reg	mol
-2.4%	CCc1c(C)c2ccc(O)c(CN3CCN(c4ccccc4)CC3)c2oc1=O
-0.5%	CCOc1cc(C2C(C(=O)OC)=C(C)NC3=C2C(=O)c2ccccc23)cc(Cl)c1O (stereo not given)
4.4%	CCCN1CCN(CCNC(=O)Nc2cc(C)ccc2OC)CC1
?	COc1ccc(CCNC(=O)Cc2c(C)c3c(cc(C)c4c(C)c(C)oc43)oc2=O)cc1OC
-1.8%	Cc1ccc2nc(-c3ccco3)c(Nc3ccc4c(c3)OCCO4)n2c1
-1.9%	CC(=O)Nc1ccc(N(C(=O)Cn2nnc3ccccc32)C(C(=O)NCc2ccccc2)c2ccc(C)cc2)cc1 (stereo not given)
3.2%	COc1ccc(N2CC3=C(C2=O)C(c2ccc(O)c(OC)c2)NC(=O)N3C)cc1 (stereo not given)
0.2%	COC(=O)c1cccc(Cn2nnc3sc4c(c3c2=O)CCC(C(C)(C)C)C4)c1 (stereo not given)
-1.0%	CCOc1ccc(NC(=O)c2nc3nc(C)cc(C(F)F)n3n2)cc1
-0.8%	COc1ccc(C2NC(=O)c3c(sc4c3CCN(C)C4)N2)cc1O (stereo not given)
-0.3%	CCCn1c(CNC(=O)c2ccc(F)cc2)nc2ccccc21
-1.0%	CC(C)c1ccc(-c2noc(SCC(=O)N3CCN(c4ccccc4F)CC3)n2)cc1
-3.6%	CCn1nnc2cc(C(=O)Nc3cccc(Cl)c3)ccc21
-1.0%	CCC(=O)Nc1ccc(-c2nnc3c4ccccc4c(C)nn23)cc1
-0.3%	Cc1ccc(OCc2cc(=O)n3c4c(sc3n2)CCCC4)cc1C
0.0%	CC1CCCCN1c1c(S(=O)(=O)c2ccc(Cl)cc2)cnc2ccccc12 (stereo not given)
0.0%	CCOc1ccc(NC(=O)CCc2c(C)nc3nc(C)nn3c2C)cc1
-0.7%	COc1ccc(CNC(=O)c2cc(-c3ccc(Cl)cc3)n[nH]2)cc1
0.8%	CCOc1ccc2nc(N3CCCC(C(=O)NCCc4ccc(OC)cc4OC)C3)sc2c1 (stereo not given)
?	O=C(CSCc1cnn(-c2ccccc2)c1-n1cccc1)NCc1ccc(Cl)cc1
6.4%	Cc1cccc(N2CCN(C(=O)Cn3nc(C)n4cccc4c3=O)CC2C)c1 (stereo not given)
-3.2%	CCOc1ccccc1NC(=O)Nc1nnc(N2CCCCCC2)s1
0.0%	COc1cccc(Cn2c(SCC(=O)N3CCN(c4ccc(F)cc4)CC3)nc3ccccc32)c1
3.8%	COc1ccc(NC(=O)Cn2c(=O)n(Cc3ccccc3Cl)c(=O)c3cc(OC)c(OC)cc32)cc1OC
-1.0%	COc1ccccc1CNC(=O)C1CCCN(c2nnc(C)c3c(C)n(-c4ccccc4)nc23)C1 (stereo not given)

Part of the list above, as a markdown table:
| SMILES | Epigenetic reg |
| --- | --- |
| CCCn1c(CNC(=O)c2ccc(F)cc2)nc2ccccc21 | -0.3% |
| CC(C)c1ccc(-c2noc(SCC(=O)N3CCN(c4ccccc4F)CC3)n2)cc1 | -1.0% |
| CCn1nnc2cc(C(=O)Nc3cccc(Cl)c3)ccc21 | -3.6% |
| CCC(=O)Nc1ccc(-c2nnc3c4ccccc4c(C)nn23)cc1 | -1.0% |
| Cc1ccc(OCc2cc(=O)n3c4c(sc3n2)CCCC4)cc1C | -0.3% |
| CC1CCCCN1c1c(S(=O)(=O)c2ccc(Cl)cc2)cnc2ccccc12 (stereo not given) | 0.0% |

4 of the compounds above, with bars between the fields.
compound | Epigenetic reg
CCOc1cc(C2C(C(=O)OC)=C(C)NC3=C2C(=O)c2ccccc23)cc(Cl)c1O (stereo not given) | -0.5%
CCCN1CCN(CCNC(=O)Nc2cc(C)ccc2OC)CC1 | 4.4%
COc1ccc(CCNC(=O)Cc2c(C)c3c(cc(C)c4c(C)c(C)oc43)oc2=O)cc1OC | ?
Cc1ccc2nc(-c3ccco3)c(Nc3ccc4c(c3)OCCO4)n2c1 | -1.8%

(further entries)
Epigenetic reg	mol
0.6%	O=C(COC(=O)c1cc(-c2ccccc2)nc2c(Cl)cccc12)c1ccc(F)cc1
?	Cc1ccc(-c2csc(-c3cc4c([nH]c3=O)CC(c3ccccc3)CC4=O)n2)cc1 (stereo not given)
?	Cc1ccccc1NC(=O)Cn1c(=O)n(CCCCCC(=O)NCc2ccccc2Cl)c(=O)c2sccc21
1.0%	CCc1ccc(C2c3c(oc4ccc(C)cc4c3=O)C(=O)N2c2nc(C)c(C)s2)cc1 (stereo not given)
1.1%	O=C(NCCc1ccccc1)c1ccc2c(c1)N(Cc1c(F)cccc1Cl)C(=O)CS2
-1.6%	Cc1nc2nncn2c(NCc2ccc(F)cc2)c1C
?	CN(C)C(=O)c1ccc(NC(=O)Cn2nnnc2-c2ccccc2F)cc1
0.0%	CCN(C(=O)c1cc2c(s1)-c1ccccc1OC2)c1cc(Cl)ccc1OC
-2.1%	N=c1n(CCO)c2ccccc2n1CCOc1ccc(F)cc1
-1.1%	Cc1ccc(NC(=O)C2CCCN2S(=O)(=O)c2cccc3nsnc23)c(Br)c1 (stereo not given)
-1.3%	Cc1ccc(S(=O)(=O)Cc2nc(-c3ccc(C(=O)NCCCOC(C)C)cc3)oc2C)cc1
-1.3%	Cc1cc(NS(=O)(=O)c2ccc(NC(=O)COc3ccc(Br)cc3C)cc2)no1
-1.1%	Cc1ccc2oc(=O)c3cnn(CC(=O)N4CCN(c5cc(Cl)ccc5C)CC4)c3c2c1
0.3%	CCc1ccc(OCC(=O)N(Cc2ccc(C)o2)C2CCS(=O)(=O)C2)cc1 (stereo not given)
0.5%	O=C(CCS(=O)(=O)c1cc(Br)cc2c1N(C(=O)C1CC1)CC2)N1CCN(c2cccc(Cl)c2)CC1
-2.4%	Cc1ccc(Cn2cc(S(=O)(=O)c3ccc(Cl)cc3)c(=O)c3cc4c(cc32)OCO4)cc1
1.0%	CC(=O)N1CCc2cc(Br)cc(S(=O)(=O)CCC(=O)N3CCN(c4ccccc4)CC3)c21
-0.2%	O=C1COc2ccc(-c3cc(-c4ccc(F)cc4)c4c(n3)-c3cc(Cl)ccc3OC4)cc2N1
-1.8%	Cc1ccc(S(=O)Cc2ccc(C(=O)NCc3ccc(OC(C)C)cc3)o2)cc1 (stereo not given)
-0.8%	CCOc1ccc(C(=O)Nc2ccc(NC(=O)c3ccccc3)cc2)cc1Br
-0.1%	CC(C)c1ccc(Nc2cc(C(=O)NCc3cccs3)c3ccccc3n2)cc1
1.6%	Cc1cc(N2CCCCC2)nc2ccc(NC(=O)/C=C/c3ccccc3Cl)cc12
1.1%	Cc1ccccc1-c1nc2c(c(SCc3cccc(Cl)c3)n1)Cc1c(CO)cnc(C)c1O2
-1.9%	CCSc1ncc(Cl)c(C(=O)Nc2c(C(=O)Nc3ccccc3)oc3ccccc23)n1
1.2%	CCOC(=O)Cc1c(C)nc2cc(-c3ccc(C(C)(C)C)cc3)nn2c1C
0.0%	COc1ccc(C2CC(=O)N(Cc3ccc(F)cc3)c3ccccc3S2)cc1 (stereo not given)
-0.8%	COc1ccc(NC(=O)CN(Cc2ccccc2)S(=O)(=O)c2ccc(C)cc2)cc1Cl
-3.7%	Cc1c(-c2nsc(NC(=O)c3cccs3)n2)nnn1-c1ccc(F)cc1
?	O=C(CSc1ncc2c(n1)-c1ccc(Cl)cc1N(Cc1ccccc1)S2(=O)=O)Nc1ccc(F)c(F)c1
-0.1%	CCOc1ccccc1CN1C(=O)c2ccccc2C1C(=O)NC1CCCCCC1 (stereo not given)
-0.3%	O=c1oc2ccc(Br)cc2cc1-c1nc(-c2ccccc2)no1
-0.9%	O=C(Nc1ccccc1C(F)(F)F)c1noc2c1CCCC2
1.2%	CCS(=O)(=O)N1CCc2cc(C(=O)Nc3cccc(NC(C)=O)c3)ccc21
14%	Cc1ccc(C)c(N2CCN(C(=O)C(C)n3nc(C)c4sc5ccccc5c4c3=O)CC2)c1 (stereo not given)
0.8%	Cc1ccc(NC(=O)CN(C)S(=O)(=O)c2ccc3c(c2)CCC(=O)N3)c(C)c1
8.7%	COc1ccc(N2CCN(Cc3nc4c(c(=O)[nH]c(=O)n4C)n3Cc3ccc(Cl)cc3)CC2)cc1
-1.6%	Cc1ccc(N2CCN(C(=O)c3cn(C)c4ccc(S(=O)(=O)N(C)C)cc4c3=O)CC2C)cc1 (stereo not given)
8.7%	CCc1ccc(C(=O)c2cn(CC(=O)Nc3ccc4c(c3)OCO4)c3ccc(CC)cc3c2=O)cc1
3.8%	COc1ccccc1C(=O)NC1(C(F)(F)F)C(=O)Nc2c1c(=O)[nH]c(=O)n2-c1ccccc1 (stereo not given)
1.0%	COc1ccc(S(=O)(=O)N(CC(=O)Nc2cccnc2)c2ccc(Cl)cc2)cc1
?	CCN(CC)CCNC(=O)c1ccc(Cn2c(=O)c3cccn3c3cccnc32)cc1
4.2%	CCCCN(C)C(=O)Cn1cnc2sc(C)c(S(=O)(=O)N3CCN(c4ccccc4OC)CC3)c2c1=O
-1.7%	COc1ccc(CCNC(=O)c2cn(C)c3ccc(S(=O)(=O)N4CCOCC4)cc3c2=O)cc1OC
0.5%	Cc1ccc(-c2nc3nc(C)cc(C)n3c2Nc2ccc3c(c2)OCCO3)cc1
-0.8%	CSc1ccc(CCNC(=O)c2ccc(-c3nc(COc4ccccc4)c(C)o3)cc2)cc1
1.1%	CCn1c(C(=O)Nc2cc(C)cc(C)c2)cc2sc(Cl)cc21
-1.7%	COc1ccc(C)cc1NC(=O)C(=O)NCC1(c2ccccc2)CCCC1
?	CCc1ccccc1NC(=O)c1cc(-c2ccc(Cl)s2)nc2ccccc12
0.7%	CCOC(=O)c1c(C)[nH]c(C)c1S(=O)(=O)N1CCCC(C(=O)Nc2ncccc2C)C1 (stereo not given)
0.0%	CCCOc1ccc(CNC(=O)Cn2ncn3c(cc4sc(CC)cc43)c2=O)cc1

Part of the list above in order of length of the SMILES, lowest first:
Epigenetic reg	mol
-1.0%	CCOc1ccc(NC(=O)c2nc3nc(C)cc(C(F)F)n3n2)cc1
0.6%	O=C(COC(=O)c1cc(-c2ccccc2)nc2c(Cl)cccc12)c1ccc(F)cc1
?	COc1ccc(CCNC(=O)Cc2c(C)c3c(cc(C)c4c(C)c(C)oc43)oc2=O)cc1OC

(listing goes on)
Epigenetic reg	mol
-0.2%	COc1ccc(/C=C\c2onc(C)c2S(=O)(=O)N2CCC(C(=O)Nc3ccc(Cl)cc3)CC2)cc1
-1.0%	O=C(NCc1ccc(Cl)cc1)c1cc(S(=O)(=O)N2CCCCC2)c[nH]1
1.4%	CCc1nn(CC(=O)N2CCN(c3cccc(C)c3C)CC2)c(=O)c2cc3sccc3n12
2.4%	CCCCCn1c(=O)[nH]c2cc(C(=O)NCc3ccc(Cl)cc3)ccc2c1=O
0.0%	CCn1c(=O)c2cc(C(=O)Nc3cc(OC)c(OC)c(OC)c3)sc2c2ccccc21
3.6%	CCOC(=O)c1ccc(NC(=O)Cn2cc(C(=O)c3ccc(CC)cc3)c(=O)c3ccc(C)nc32)cc1
3.5%	COc1ccc(NC(=O)N2CCc3c(sc4c3CCCC4)C2c2ccccc2OC)cc1 (stereo not given)
1.0%	CCc1ccc(OCCCn2c(-c3ccc(Cl)cc3)nc3ccccc3c2=O)cc1
0.0%	COc1ccc(-c2oc3ncn4nc(-c5ccccc5C)nc4c3c2-c2ccc(OC)cc2)cc1
1.9%	COc1cccc(CN(C(=O)c2oc3cc(C)ccc3c2C)C2CCS(=O)(=O)C2)c1 (stereo not given)
0.0%	Cc1cccc(-c2nc3c4ccccc4nc(N4CCN(c5ccc(F)cc5)CC4)n3n2)c1
-4.8%	CCCCCn1c(=O)[nH]c2cc(C(=O)Nc3ccc(F)cc3)ccc2c1=O
-1.1%	Fc1ccc(-c2cc(-c3ccc(F)cc3)c3c(n2)-c2cc(F)ccc2OC3)cc1
0.0%	CCc1ccccc1S(=O)(=O)Cc1ccc(C(=O)NCCc2ccc(C)cc2)o1
-2.9%	CCc1ccc(NC(=O)Cn2c(=O)n(-c3ccccc3C)c(=O)c3c2c2cc(OC)ccc2n3C)cc1
0.0%	Cc1cccc(-c2nnc(SCC(=O)N3CCCc4ccccc43)o2)c1
?	COc1ccc(S(=O)(=O)N2CCC(c3nnc(-c4ccccc4C)o3)CC2)c(OC)c1
1.0%	CCN(CC)C(=O)c1sc(NC(=O)c2nc3ncccn3n2)c(C(=O)OC)c1C
1.4%	COc1ccc(OC)c(CCNC(=O)CN2C(=O)COc3ccc(S(=O)(=O)N4CCC(C)CC4)cc32)c1
5.1%	COc1ccc(NC(=O)N2CCc3c([nH]c4ccc(OC)cc34)C2c2ccc(OC)cc2)cc1 (stereo not given)
0.6%	Cc1ccc(C)c(N2CCN(C(=O)Cn3ncc4c(=O)oc5ccc(C)cc5c43)CC2)c1
-1.5%	CCc1ccc(NC(=O)Cn2c(=O)n(Cc3ccco3)c(=O)c3oc4ccccc4c32)cc1
-0.9%	CCOc1ccc(Nc2nnc(-n3nc(C)cc3C)c3ccccc23)cc1
0.0%	COc1cc(C2CC(=O)c3cnc(N4CCN(CCO)CC4)nc3C2)cc(OC)c1OC (stereo not given)
6.3%	O=C(Cn1nc(N2CCN(c3ccccc3)CC2)ccc1=O)NCc1cccc(Cl)c1
-1.1%	COc1cccc(-c2nc(CS(=O)(=O)CC(=O)N3CCN(c4ccccc4)CC3)c(C)o2)c1
-2.4%	CCN(CC)CCOC(=O)c1ccc(NC(=O)c2nn(-c3ccc(C)cc3)c(=O)c3c2c2ccccc2n3C)cc1
0.2%	CCCn1c(CCC(=O)Nc2ccc(C)c(Cl)c2)nc2cccnc21
-1.0%	CCOC(=O)c1cc(NC(=O)c2ccc(F)cc2)c(=O)n2c1oc1ccccc12
?	CCOC(=O)c1c(C)c(-c2ccccc2)n(CC(=O)Nc2cc(C)cc(C)c2)c1C

Compound activity as filed in PubChem BioAssay.
